# Screening results as filed in PubChem.
# PGK inhibitor – blocks T. brucei phosphoglycerate kinase. PGK/GAPDH coupled, Kinase-Glo luminescence, 60 min. Potency, µM (top dose mostly 57.5 µM), for the others: top-dose activity change, negative = inhibition, hits mostly inhibitors. AID 602233. P07378. 380,000 compounds, 0.043% hits; note: % is set by controls: 0 for no effect and ±100 for the full control effect; nearly all actives have a fitted effect of over 60% in size
#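 Recombinant glycosomal PGK reaction used 1,3-bisphosphoglycerate generated in-well by GAPDH (100nM final) in 100mM TEA pH 7.6, 5mM MgCl2, 0.01% Tween-20. After 60 minutes at room temperature, ATP was read by Kinase-Glo Plus luminescence end-point.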
# BLM helicase inh – inhibitors of human Bloom syndrome helicase BLM | Potency, µM (doses to about 56.1 µM), for inactives: top-dose activity change, negative = inhibition, most hits filed as inhibitors | AID 2528 | recombinant BLM DNA unwinding, fluorescence dequenching | 350,000 compounds, 0.2% hits;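 note: plate controls were vehicle for no effect and no enzyme for full effect; nearly all actives have a fitted effect of over 35% in size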
# Target sequence (P54132 whole entry, looked up): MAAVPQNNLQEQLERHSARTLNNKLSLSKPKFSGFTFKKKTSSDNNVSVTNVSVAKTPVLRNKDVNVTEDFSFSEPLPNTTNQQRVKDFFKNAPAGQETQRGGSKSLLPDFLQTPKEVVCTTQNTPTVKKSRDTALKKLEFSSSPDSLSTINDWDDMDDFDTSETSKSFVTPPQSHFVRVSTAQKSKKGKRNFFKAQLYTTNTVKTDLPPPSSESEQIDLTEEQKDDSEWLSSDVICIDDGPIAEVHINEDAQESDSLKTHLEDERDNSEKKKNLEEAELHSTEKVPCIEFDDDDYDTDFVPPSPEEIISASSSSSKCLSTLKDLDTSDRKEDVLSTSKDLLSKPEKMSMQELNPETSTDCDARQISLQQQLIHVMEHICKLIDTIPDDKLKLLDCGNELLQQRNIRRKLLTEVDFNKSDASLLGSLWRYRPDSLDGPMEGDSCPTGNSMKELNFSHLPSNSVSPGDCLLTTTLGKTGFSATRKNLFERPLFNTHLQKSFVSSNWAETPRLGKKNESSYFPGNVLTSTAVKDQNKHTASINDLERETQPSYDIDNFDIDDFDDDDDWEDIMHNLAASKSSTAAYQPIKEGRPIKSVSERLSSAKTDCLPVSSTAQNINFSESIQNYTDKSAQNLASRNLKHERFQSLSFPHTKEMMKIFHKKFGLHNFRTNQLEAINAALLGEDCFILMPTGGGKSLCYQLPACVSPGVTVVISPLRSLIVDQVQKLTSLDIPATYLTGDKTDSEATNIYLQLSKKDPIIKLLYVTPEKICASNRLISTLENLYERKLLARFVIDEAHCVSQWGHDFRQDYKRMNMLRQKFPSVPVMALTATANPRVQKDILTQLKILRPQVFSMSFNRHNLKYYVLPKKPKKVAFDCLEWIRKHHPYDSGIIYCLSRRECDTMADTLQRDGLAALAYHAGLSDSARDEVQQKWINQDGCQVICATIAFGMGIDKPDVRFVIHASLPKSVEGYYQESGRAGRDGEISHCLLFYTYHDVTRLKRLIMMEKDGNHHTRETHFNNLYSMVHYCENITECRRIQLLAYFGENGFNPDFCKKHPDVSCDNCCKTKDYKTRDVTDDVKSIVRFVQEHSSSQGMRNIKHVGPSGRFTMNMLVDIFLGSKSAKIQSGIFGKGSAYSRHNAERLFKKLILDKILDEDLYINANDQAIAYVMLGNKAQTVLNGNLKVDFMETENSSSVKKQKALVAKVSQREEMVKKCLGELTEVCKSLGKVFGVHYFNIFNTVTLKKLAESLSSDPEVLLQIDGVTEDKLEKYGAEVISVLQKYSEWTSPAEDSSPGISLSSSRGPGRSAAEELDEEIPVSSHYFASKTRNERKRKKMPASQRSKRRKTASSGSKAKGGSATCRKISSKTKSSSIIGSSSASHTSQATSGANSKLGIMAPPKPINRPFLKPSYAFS
# G9a block – inhibitors of human histone lysine methyltransferase G9a. Potency, µM (top dose mostly 102 µM), for inactives: at the top dose activity, negative = inhibition, usual class: inhibitors. 350,000 compounds, 8.8% hits. AID 504332. Q96KQ7. G9a H3K9 monomethylation, AlphaScreen, 2 h; note: % is set by controls: 0 for no effect and ±100 for the full control effect; nearly all actives have a fitted effect of over 75% in size
#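 AlphaScreen read-out: biotin-H3K9 peptide (500 nM) methylation by 20 nM enzyme with 20 uM SAM, 2 h at room temperature after 15 min compound preincubation; anti-monomethyl H3K9 antibody plus donor/acceptor beads, 10 min dark.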
# HP1b chromo inh – blocks HP1-beta chromodomain binding to methylated histone tails. P83916. AlphaScreen HP1-beta / biotin-H3K9me3 peptide binding. Potency, µM (highest dose often 114 µM), for inactives: at the highest dose activity change, negative = inhibition, hits mostly inhibitors. 390,000 compounds, 0.56% hits. AID 540317; note: nearly all actives have a fitted effect of over 70% in size; inactives centre near 23
#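 Compound inhibition of the preformed complex between 50 nM HP1-beta and 50 nM biotinylated H3K9me3 peptide was read by AlphaScreen. Buffer was PBS pH 7.4 with 0.01% Tween-20. Incubations ran 30 min at room temperature, with 10 ug/mL donor/acceptor beads.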
# Pol iota inh – DNA polymerase iota (human) inhibition; Q9UNA4; Potency, µM (top dose mostly 115 µM), for the others: at the highest dose activity, negative = inhibition, actives largely listed as inhibitors; AID 588590; Pol iota fluorescent replication assay, 10 min; 390,000 compounds, 1% hits
#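 Fluorescent replication assay read twice, at 0 min and 10 min after adding 50 nM (final) substrate. Enzyme (10 nM) and compounds were first incubated 15 min at room temperature; enzyme-free buffer wells were negative controls.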
# GLS inhibitor – glutaminase GLS (human) inhibition. O94925. GLS enzymatic activity, qHTS titration. Potency, µM (series often up to 45.5 µM), without a hit: top-dose activity change, negative = inhibition, usual class: inhibitors. 410,000 compounds, 0.21% hits. AID 624170; note: % is set by controls: 0 for no effect and ±100 for the full control effect
#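 Read-out is an Amplex red fluorescence increase coupled through glutamate oxidase and HRP, measured before and after 30 min room-temperature incubation. hKGA is in 45 mM KH2PO4 (pH 8.2) with 0.02% Tween-20; glutamine added as 1mM solution.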
# Pin1 inh – human Pin1 inhibition. Potency, µM (series often up to 115 µM), for the others: top-dose activity, negative = inhibition, actives largely listed as inhibitors. AID 504891. Pin1 FP peptide displacement, HiFluor488, 10 min. 390,000 compounds, 0.009% hits; active = well fitted inhibition curve with a large enough effect in the polarisation, with a control signal flat, not every such curve was filed as active; inconclusive = small, poorly fitted or top-dose-only effect, or effect the other way, or a change in a side signal; inactive = no such curve, though single readings can be large or run the other way; the % refers to the polarisation; note: % is set by controls: 0 for no effect and ±100 for the full control effect
# BAZ2B inh – blocks human BAZ2B | Q9UIF8 | AlphaScreen BAZ2B-H3K14Ac peptide displacement | Potency, µM (top dose mostly 114 µM), for the others: at the highest dose activity change, negative = inhibition, hits mostly inhibitors | 360,000 compounds, 4.4% hits | AID 504333; note: % is set by controls: 0 for no effect and ±100 for the full control effect; nearly all actives have a fitted effect of over 60% in size
#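 In this displacement format the biotinylated H3(5-23) peptide acetylated at Lys14 serves as ligand at 50 nM, with BAZ2B at 50 nM in PBS pH 7.4 containing 0.01% Tween-20. Donor and acceptor beads are 10 ug/mL final.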
# JMJD2A Tudor – inhibitors of human JMJD2A Tudor domain; Potency, µM (highest dose often 114 µM), for the others: at the highest dose activity change, negative = inhibition, usual class: inhibitors; O75164; 390,000 compounds, 4.4% hits; AlphaScreen JMJD2A-Tudor / H3K4me3 peptide binding; AID 504339; note: % is set by controls: 0 for no effect and ±100 for the full control effect; nearly all actives have a fitted effect of over 50% in size
# Numbers without * were called inactive; i = inactive; ? = inconclusive; . = no result given; [ ] = dose if it differs, or a comment. Unless noted, calls come from the whole dose curve; as a rule, active = well fitted curve in the direction sought with a large enough effect; inconclusive = small, poorly fitted or top-dose-only effect, or another doubt; inactive = no such curve, though single readings can be large; an effect the other way counts as inactive or inconclusive. Potency is the fitted concentration of half-maximal effect. An excerpt; rates above refer to the full screens.
# Second line of a record – HP1b chromo inh	GLS inhibitor	Pol iota inh	BLM helicase inh	JMJD2A Tudor	Pin1 inh	G9a block	BAZ2B inh	PGK inhibitor
> CCOC(=O)C1CCCN(S(=O)(=O)c2cccc3nsnc23)C1 (stereo unspecified)
    46%[activator]	0%	82%[activator]	-2%	-20%	-1%	7%	-14%	2%
> Cc1csc(C(C)N(C)C(=O)CCc2nnc(CCc3ccccc3)o2)n1 (stereo unspecified)
    17%	0%	15%	-6%	-16%	-1%	.	?	-2%
> C[C@@H]1CN([C@@H](C)CO)C(=O)c2cc(NC(=O)Nc3ccc(F)cc3)ccc2O[C@@H]1CN(C)Cc1ccc(Oc2ccccc2)cc1
    -9%	-1%	-9%	.	?	?	.	.	-10%
> COc1ccc(C(=O)Nc2ccc(S(=O)(=O)Nc3onc(C)c3C)cc2)cc1
    36%	-7%	?	5%	0%	-4%	-29%[12.7 µM]	-2%	-6%
> COc1ccccc1CNC(=O)CC(c1ccc(C)cc1)N1Cc2ccccc2C1=O (stereo unspecified)
    22%	-7%	21%	-1%	-11%	-2%	-1%[59 µM]	-19%	-9%
> Cc1cc(N=NC(=O)c2ccccc2)ccc1O
    -23%	20%	?	-13%	-35%	-1%	?	?	.
> Cc1ccc(C)c(NC(=O)CCNS(=O)(=O)c2ccc3c(c2)CCCC(=O)N3)c1
    11%	-6%	12%	3%	-17%	0%	-28%[59 µM]	5%[57.1 µM]	i
> Cc1ccc(NC(=O)c2cc(C)no2)cc1
    10%	2%	-13%	-4%	-7%	-5%	-10%	2%	3%
> CCCC(=O)Nc1c2c(nn1-c1cccc(C)c1C)CS(=O)(=O)C2
    43%[activator]	-3%	-17%	-6%	-8%	-10%	12%	-1%	-1%
> Cc1[nH]n2c(=O)cc(C(C)C)nc2c1-c1ccccc1
    15%	24%	3%	-2%	-17%	-2%	0%	0%	0%
> O=C(NC12CC3CC(CC(C3)C1)C2)c1ccc(-c2ccccc2Cl)o1
    12%	13%	11%	-7%	5%	-1%	-38%	-37%	i
> Cc1noc(NS(=O)(=O)c2ccc(NC(=O)c3cnc4n(c3=O)CCS4)cc2)c1C
    33%	1%	-15%	-9%	-18%	?	?	-3%	-1%
> CCOC(=O)Cc1csc(NC(=O)CCc2ccc(S(=O)(=O)N3CCOCC3)cc2)n1
    28%	-8%	5%	-3%	-16%	-1%	1%[59 µM]	.	-9%[11.5 µM]
> CCc1ccc(C(=O)/C=C/NCc2ccc(F)cc2)cc1
    58%[activator]	-11%	23%	-4%	1%	24%	42%[59 µM]	0%	-5%
> CS(=O)(=O)N(CCc1ccccc1)CC(N)=O
    55%	8%	6%	-2%	-5%	0%	-7%[59 µM]	3%	1%
> C=CCNC(=S)N/N=C(\C)c1cccc(NC(C)=O)c1
    60%[activator]	0%	29%	0%	-7%	-6%	51%[activator]	-36%	-3%
> CCOc1cc(C2C3=C(CCCC3=O)N(CC(=O)O)C3=C2C(=O)CCC3)ccc1OC
    33%	-3%	52%[activator]	-4%	-1%	0%	?	0%	0%
> COC(=O)C1CCN(C(=O)c2sc3nc(-c4ccc(F)cc4)cn3c2C)CC1
    32%	1%	18%	3%	-12%	-1%	-19%[12.7 µM]	0%	0%
> CC(C)(C)S(=O)(=O)c1cnc2c(-c3ccc(Cl)cc3)cnn2c1N
    14%	-3%	24%	-1%	-21%	-1%	-6%[12.7 µM]	3%	-2%
> O=C(COC(=O)c1cccs1)NC1CCCC1
    14%	13%	25%	-1%	-8%	-1%	22%	3%	2%

# Carrying on:
# Second line of a record – HP1b chromo inh	GLS inhibitor	Pol iota inh	BLM helicase inh	JMJD2A Tudor	Pin1 inh	G9a block	BAZ2B inh	PGK inhibitor
> CC1(c2ccc(OC(F)F)cc2)NC(=O)N(CC(=O)Nc2cccc(F)c2)C1=O (stereo unspecified)
    3%	-14%	35%[activator]	-9%	-7%	-4%	23%	0%	1%
> CCOC(=O)C1C(=O)NC(N2CCN(CC)CC2)=NC1c1ccccc1 (stereo unspecified)
    33%	0%	16%	0%	-4%[57.1 µM]	2%	?	-3%	i
> COc1cccc(OC)c1C(=O)OCC(=O)NCC(C)C
    34%	2%	8%	-3%	-5%	-2%	-1%	-11%	5%
> COc1ccc(C2C(C(C)=O)=C(C)Nc3ncnn32)cc1OC (stereo unspecified)
    28%	22%	-2%	-7%	5%[57.1 µM]	1%	1%[12.7 µM]	-5%	i
> CCCNC(=O)c1cc2c(C(F)(F)F)nn(C)c2s1
    21%	0%	-7%	-3%	-28%	-2%	.	-5%	-6%
> COc1ccccc1NS(=O)(=O)c1ccc(C(=O)NCCCn2ccnc2)cc1
    34%	18%	-4%	.	-20%	-2%	8%[12.7 µM]	-20%	-5%
> COC(=O)c1ccccc1NC(=O)CSc1nnc(-c2ccc(OC)cc2)n1C
    15%	2%	-10%	-8%	-14%	0%	-5%[59 µM]	-4%	i
> Cc1sc2nc(CSCC(=O)Nc3cc(F)ccc3F)[nH]c(=O)c2c1C
    16%	-4%	5%	.	-12%	4%	-7%[12.7 µM]	10%	i
> COc1cccc(-n2c(SCC(=O)Nc3cc(C)on3)nc3ccccc3c2=O)c1
    27%	-12%	14%	-3%	-10%	10%	15%[59 µM]	-5%	-6%
> CN(C)c1ccc(/C=N/NC(=O)CN(c2cccc(Cl)c2)S(C)(=O)=O)cc1Br
    31%	1%	0%	2%	-22%	5%	-1%[12.7 µM]	8%	-3%
> OCCN(CCO)Cc1csc2ccccc12
    29%	-2%	11%	-8%	-7%	-1%	-32%[59 µM]	-1%	9%
> Clc1ccc(-c2cnc(Oc3ccccc3)nc2)cc1
    12%	0%	-8%	2%	-2%	-2%	12%	3%	-1%
> Cc1cccc(OCCC(=O)OCC(=O)N2CCc3ccccc32)c1
    32%[activator]	0%	-12%	-5%	25%[57.1 µM]	8%	68%[activator]	27%	-2%
> CN(C)S(=O)(=O)N1CCN(c2cccc(Cl)c2)CC1
    34%	-9%	3%	-6%	-4%	4%	4%[12.7 µM]	8%	-8%
> COC(=O)c1ccccc1N(C)S(=O)(=O)c1cc2c3c(c1)CCC(=O)N3CCC2
    9%	0%	6%	.	-17%	-1%	-8%	-8%	0%
> Cc1cc(NS(=O)(=O)c2ccc(NC(=O)c3cc4cc(Br)ccc4oc3=O)cc2)no1
    0%	-1%	55%[activator]	2%	-9%[11.4 µM]	2%	-39%	.	0%
> O=C(NCC(F)(F)F)c1ccc(S(=O)(=O)Nc2ccccc2N2CCCC2)cc1
    31%	0%	29%	.	-20%	45%[activator]	.	.	i
> CCCC1=C(C(=O)OCC)C(/C=C/c2ccccc2)n2ncnc2N1 (stereo unspecified)
    4%	-1%	29%	-2%	-15%	2%	?	-5%	-12%
> Cc1c(Br)c([N+](=O)[O-])nn1C(C)C(=O)NCc1cccs1 (stereo unspecified)
    24%	-9%	3%	-1%	-16%	-4%	2%	4%	-7%
> O=C(COC(=O)c1ccc(Cl)cc1)NC(=O)NC1CCCC1
    6%	-1%	?	.	-11%	-8%	?	-1%	-3%

# Next section.
# Second line of a record – HP1b chromo inh	GLS inhibitor	Pol iota inh	BLM helicase inh	JMJD2A Tudor	Pin1 inh	G9a block	BAZ2B inh	PGK inhibitor
> Cc1ccccc1-c1nc(Cc2ccc(Cl)cc2)no1
    333%[activator]	-12%	13%	-6%	134%[activator]	3%	34%[12.7 µM]	281%[activator]	2%
> C[C@H](NC(=O)c1nc[nH]c1C(=O)NCC(=O)OCc1ccccc1)C(=O)OCc1ccccc1
    32%	-4%	5%	-13%	-31%	3%	.	14%	-4%
> Cc1ccc(S[C@@H](CCN2CC[C@H](C(C)(C)C)CCC2=O)c2ccccc2)cc1
    76%[activator]	2%	?	-13%	15%	-3%	.	27%	-5%
> COc1ccc(N(C(=O)c2cnsn2)C(C(=O)NC2CCCCC2)c2ccncc2)cc1 (stereo unspecified)
    22%	-1%	-10%	2%	-3%	-2%	-12%[59 µM]	-4%	-4%
> COc1ccc2c(c1)c(C(=O)CN1CCC3(CC1)OCCO3)c(C)n2C
    8%	-6%	6%	1%	-25%	2%	-16%[59 µM]	-24%	-1%
> COc1ccc(/C=C/c2nc(S(=O)(=O)c3ccccc3)c(N(C)C)o2)cc1
    53%[activator]	-16%	-9%	-4%	28%	7%	9%[0.0925 µM]	1%	-8%
> CC1CCCN(C(=O)C2CCN(c3nc(-c4ccccc4)nc4c3CCC4)CC2)C1 (stereo unspecified)
    16%	-2%	22%	-1%	-10%	9%	6%	-23%	-3%
> COc1ccc(N2CCN(C3=NS(=O)(=O)C(c4cccc(Br)c4)=C3C)CC2)cc1
    38%	8%	6%	-3%	-13%	77%[activator]	?	-26%	i
> CC1CCc2sc3ncnc(N4CCN(C)CC4)c3c2C1 (stereo unspecified)
    11%	-17%	161%[activator]	-8%	-1%	0%	.	22%	i
> CCC(CC)NC(=O)c1cccc(Br)c1
    38%[activator]	15%	25%	-1%	0%	1%	-2%	-4%	0%
> COC(=O)COc1ccc2oc(=O)cc(-c3cc4ccccc4o3)c2c1
    36%	-19%	?	0%	-15%	66%[activator]	3%	-15%	-7%
> COC(=O)c1c(-c2ccc(C)cc2)csc1NC(=S)NC(=O)c1ccc(F)cc1
    13%	-2%	-6%	-1%	-29%	0%	79µM*	-14%	-6%
> COC(=O)CC1C(C(=O)OC)ON2OC(C(=O)OC)C(C(=O)OC)C12 (stereo unspecified)
    28%	2%	18%	3%	-11%	-2%	9%	8%	.
> CN(C)c1ccc(/C=C2/C[N+](C)(C)C/C(=C/c3ccc(N(C)C)cc3)C2=O)cc1
    40µM*	25%	-19%	.	40µM*	?	.	.	-24%
> CCCCn1c(Cc2ccccc2)nnc1SCC(=O)Nc1cc(C)on1
    55%[activator]	-6%	5%	3%	-17%	1%	16%[59 µM]	-4%	-4%
> Cn1nnnc1SCCCNCc1ccc(Cl)cc1
    50%[activator]	-2%	14%	1%	6%	-4%	0%[59 µM]	0%	-3%
> CN(C)c1ccc(/C=N/NC(=S)NCc2ccccc2)cc1
    50µM*	42%[activator]	-23%	-13%	13µM*	4%	?	?	-8%
> COCCn1c(C(C)C)nc2sc3ccccc3c(=O)c2c1=O
    13%	-4%	12%	3%	-9%	-10%	-1%[59 µM]	0%	-2%
